Source: PubChem BioAssay (several laboratories)
Mtb FBA inh: Mtb fructose-bisphosphate aldolase inhibition; P9WQA3; purified M. tuberculosis FBA, fluorescence read-out; inhibition, % at 1 µM; 360,000 compounds, 2.3% hits; AID 588726; in the data active means inhibition above about 27%;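 further: 0% = vehicle and 100% = reference inhibitor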
Target sequence (P9WQA3 whole entry, looked up): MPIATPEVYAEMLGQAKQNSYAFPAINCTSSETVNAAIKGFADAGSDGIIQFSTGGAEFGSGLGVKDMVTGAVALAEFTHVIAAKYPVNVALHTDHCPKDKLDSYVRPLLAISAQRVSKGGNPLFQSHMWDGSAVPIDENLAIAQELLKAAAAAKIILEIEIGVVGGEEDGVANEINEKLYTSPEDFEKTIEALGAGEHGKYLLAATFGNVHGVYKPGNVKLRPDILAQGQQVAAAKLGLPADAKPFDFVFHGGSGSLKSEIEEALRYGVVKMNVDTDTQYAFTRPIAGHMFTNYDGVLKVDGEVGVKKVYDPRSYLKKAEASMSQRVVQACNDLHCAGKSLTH
MazF activator: increases E. coli MazEF RNase cleavage of RNA | 350,000 compounds, 0.32% hits | AID 504720 | FAM/BHQ RNA-DNA oligo cleavage fluorescence, 5 h | P0AE70 | activation, % at 20 µM; in the data active means activation above about 50%
Target sequence (P0AE70 whole entry, looked up): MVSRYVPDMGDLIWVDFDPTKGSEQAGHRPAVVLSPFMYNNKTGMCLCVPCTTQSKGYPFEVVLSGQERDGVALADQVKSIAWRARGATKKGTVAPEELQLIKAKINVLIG
DUSP3 inh: DUSP3 (human) phosphatase inhibition; recombinant VHR phosphatase, pNPP absorbance; inhibition, % at 13.3 µM; 290,000 compounds, 0.52% hits; AID 1654; in the data active means inhibition above about 50%; further: some compounds called inactive have numbers as strong as hits
Target sequence (P51452 whole entry, looked up): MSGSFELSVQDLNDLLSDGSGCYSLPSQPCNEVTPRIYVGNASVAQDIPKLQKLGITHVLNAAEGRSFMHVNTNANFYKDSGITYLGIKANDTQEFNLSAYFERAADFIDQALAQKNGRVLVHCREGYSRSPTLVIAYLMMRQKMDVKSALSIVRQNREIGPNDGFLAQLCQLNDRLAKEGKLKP
CCHFV vOTU inh: blocks the CCHF virus ovarian tumor domain protease; CCHFV vOTU protease, Pep-AMC fluorescence; inhibition, % at 11.5 µM; 370,000 compounds, 0.55% hits; further: 0% = vehicle wells with enzyme and 100% = no enzyme wells
Mtb UGM inh: inhibitors of M. tuberculosis UDP-galactopyranose mutase; P9WIQ1; purified UGM, fluorescence polarization probe displacement; inhibition, % at 10 µM; 320,000 compounds, 0.06% hits; AID 504406; in the data active means inhibition above about 10%, passing the limit was not always enough; inconclusive means no clear call, values can overlap the other calls
BoNT-F LC inh: blocks Botulinum neurotoxin F light chain protease; AID 588497; Multiplex microsphere protease cleavage assay, flow cytometry; 360,000 compounds, 0.22% hits; inhibition, % at 10 µM; in the data active means inhibition above about 35%, passing the limit was not always enough; inconclusive means no clear call, values can overlap the other calls; further: plate controls were buffer without enzyme for full effect and enzyme alone for no effect
BioA inh: BioA (M. tuberculosis) enzyme inhibition. purified M. tuberculosis BioA enzyme, plate reader. inhibition, % at 9.99 µM. 360,000 compounds, 0.096% hits; in the data active means inhibition above about 40%; inconclusive means no clear call, values can overlap the other calls
GDH-TPI inh: inhibits GDH-TPI coupling enzymes, artifact for Mtb FBA screen. GDH-TPI coupled enzyme counterscreen, NADH absorbance. inhibition, % at 4.8 µM. 360,000 compounds, 1.2% hits. AID 588335;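 further: 0% = DMSO wells and 100% = wells lacking the enzyme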
FadD28 FP inh: blocks FadD28 binding to the bisubstrate probe | fluorescence polarization | inhibition, % at 12.5 µM | 360,000 compounds, 0.22% hits; in the data active means inhibition above about 8.5%, passing the limit was not always enough; inconclusive means no clear call, values can overlap the other calls
Rv3671c protease: inhibitors of M. tuberculosis serine protease Rv3671c | inhibition, % at 5.96 µM | AID 2606 | P9WHR9 | 320,000 compounds, 0.048% hits; in the data active means inhibition above about 38%;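 further: extracellular domain of Rv3671c used as enzyme; 0% = enzyme with DMSO and 100% = no enzyme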
Target sequence (P9WHR9 whole entry, looked up, the tested form may be a part): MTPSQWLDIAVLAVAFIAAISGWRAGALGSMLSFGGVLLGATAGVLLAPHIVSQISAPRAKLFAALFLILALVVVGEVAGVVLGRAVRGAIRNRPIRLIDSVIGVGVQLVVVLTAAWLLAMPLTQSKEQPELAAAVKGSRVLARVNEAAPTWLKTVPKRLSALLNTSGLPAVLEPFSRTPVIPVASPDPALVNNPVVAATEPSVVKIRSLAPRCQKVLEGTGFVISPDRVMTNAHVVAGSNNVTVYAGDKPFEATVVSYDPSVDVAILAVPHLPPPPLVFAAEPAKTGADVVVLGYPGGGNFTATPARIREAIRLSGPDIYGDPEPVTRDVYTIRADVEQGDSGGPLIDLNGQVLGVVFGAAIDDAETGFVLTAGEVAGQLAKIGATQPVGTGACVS
An asterisk follows results filed as active; ? = inconclusive; · = no result given. Unless noted, no stated cut-off is given here; in the data, active means inhibition above about 30%; inactive means the rest.

The line under a structure holds: Mtb FBA inh	MazF activator	DUSP3 inh	CCHFV vOTU inh	Mtb UGM inh	BoNT-F LC inh	BioA inh	GDH-TPI inh	FadD28 FP inh	Rv3671c protease
- Cc1c(Cl)c(C(F)(F)F)nn1CC(=O)NCc1ccccc1
→ 2.5	-11.0	0.0	-8.2	-0.1	3.6	-0.8	9.4	-1.2	-4.1
- O=C(Cn1c(=O)oc2ccccc21)N1CCCC1
→ 4.8	8.4	32.2	-11.9	0.6	0.1	-0.9	9.0	-1.5	1.5
- CN(C)C(=S)SCC(=O)Nc1cccc(C(F)(F)F)c1
→ -0.9	6.1	-1.8	-6.1	-1.5	12.5	1.2	4.4	-2.5	-14.0
- CN(/N=C/c1ccccc1O)C(=S)c1ccccc1
→ 0.9	-0.9	-17.9	-3.1	-1.2	?	1.0	32.2*	-1.0	0.4
- CC1CCc2nc3ccc(S(=O)(=O)N4CCC(C(=O)NC(C)c5ccccc5)CC4)cc3c(C(=O)O)c2C1 (stereo not drawn)
→ -0.1	5.6	-25.6	7.0	2.2	-4.5	-1.1	3.0	-1.9	3.5
- O=C(CSc1ccccn1)Nc1ccc(N2CCOCC2)cc1
→ -0.1	-2.8	14.0	-0.5	0.9	-5.4	·	2.2	0.1	-3.5
- O=C1NC(=O)/C(=C\c2ccc(Cl)cc2Cl)N1
→ 0.9	16.8	·	8.0	·	-12.9	1.0	9.9	-1.1	·
- Cc1cc(=O)[nH]c(SCC(=O)Nc2cccc(C(F)(F)F)c2)n1
→ -1.8	0.6	1.4	1.8	1.0	-6.1	-1.2	-0.6	-2.7	2.1
- CCN(CC)CCn1c2ccccc2c2nc(C)sc21
→ 4.9	9.8	20.7	12.1	-0.7	-3.3	-0.4	7.3	-1.0	-2.3
- COc1ccc(C2C(C#N)=C(N)N(c3ncn[nH]3)C3=C2C(=O)CCC3)cc1 (stereo not drawn)
→ 3.6	10.7	-11.7	6.0	-1.4	6.5	·	1.9	-7.5	0.6
- C=CCOc1ccc(/C=N/NC(=O)CN2CCOCC2)cc1OCC
→ -1.5	-0.2	18.1	-12.4	3.3	5.2	2.0	2.5	-4.1	1.2
- C=C1CCC[C@]2(C)C[C@H]3OC(=O)C(CNCC(C)C)[C@H]3CC12 (stereo partly drawn)
→ 0.3	5.8	11.3	-9.8	0.2	-21.1	-0.4	-7.9	-2.3	-3.2
- Cc1ccc(S(=O)(=O)NC(=O)NCc2ccccn2)cc1
→ 1.4	3.3	28.0	11.8	-1.1	-3.8	·	8.6	-0.6	1.8
- O=c1ccn(Cc2ccccc2)c(SCc2ccccc2)n1
→ -0.1	5.7	·	-2.2	·	5.0	·	6.0	-0.5	·
- Cc1cc(C)n(Cc2ccc(C(=O)N/N=C/c3ccc(-c4ccc([N+](=O)[O-])cc4)o3)o2)n1
→ -1.1	-568.8	·	16.0	-0.6	4.0	-0.3	22.3	2.5	-6.8
- CCOC1=C(C#N)CC2(CC1)c1ccccc1-c1ccccc12
→ -3.2	-0.6	·	10.7	·	-6.1	-1.3	-2.5	?	·
- O=C(Cn1c(NCCO)nc2ccccc21)NCCc1ccc(F)cc1
→ 2.4	-2.9	10.5	3.4	-2.9	17.1	-1.8	17.2	-0.6	-1.7
- Cc1ccc(C(=O)NCC(c2ccco2)N2CCc3ccccc3C2)cc1 (stereo not drawn)
→ -1.6	-6.8	·	-1.6	0.4	-4.3	1.0	-7.4	-3.3	9.4
- Cc1cc(C)nc(/N=C(\N)Nc2cccc(OCc3ccccc3)c2)n1
→ -0.7	14.6	9.3	6.9	2.4	?	-2.9	-6.9	-4.9	-2.5
- Cc1nn(-c2ccccc2)c2nc3c(cc12)C(=O)CCC3
→ 4.4	-22.6	-17.0	6.5	-2.3	-3.8	·	17.0	-1.2	-5.0
- CC(C)N(C(=S)Nc1cccc(S(=O)(=O)N(C)C)c1)c1ccccc1
→ -3.4	-18.5	13.3	11.6	-0.1	-1.9	-0.2	12.0	-1.6	-1.9
- O=C(CSc1nnc(CNC(=O)c2cccc(C(F)(F)F)c2)o1)NCC1CCCO1 (stereo not drawn)
→ -1.2	3.6	-4.0	-10.1	-1.1	1.6	-1.4	-1.4	-2.3	4.5
- COc1ccccc1NC(=O)c1ccc(C)c(S(=O)(=O)N2CCCCC2)c1
→ 2.1	-13.4	52.9*	8.4	-1.4	2.3	0.6	2.4	0.1	-10.5
- FC(F)(F)c1cccnc1Oc1ccc(C2=NCCS2)cc1
→ -0.3	-12.0	16.2	-8.4	-1.8	?	0.4	7.6	-5.2	4.4
- Cc1ccccc1NC(=O)COC(=O)c1ccc(S(=O)(=O)N2CCCC2)cc1
→ -1.1	2.0	·	2.9	1.4	-7.9	-0.8	1.5	-2.1	-1.5
- O=C(N/N=C/c1cn[nH]c1-c1ccc(Cl)cc1)c1ccc([N+](=O)[O-])cc1
→ -3.6	13.9	13.9	16.1	4.6	-4.2	·	6.9	-0.8	10.2
- CSc1nc(C=Nc2ccccc2Cl)c(O)n1Cc1cccc(Cl)c1
→ 0.4	7.2	5.4	-8.8	-0.3	-12.3	·	0.7	-0.8	7.1
- O=S(=O)(Cc1nnnn1-c1ccccc1)c1ccc(Cl)cc1
→ -2.5	5.4	24.0	-1.1	-0.2	2.5	-0.9	-3.9	-1.9	0.6
- O=C(C1CCOCC1)N1CCCC(N2CCN(c3ccc(F)cc3)CC2)C1 (stereo not drawn)
→ 2.8	-2.4	-3.6	-0.2	1.6	0.1	-1.0	6.3	-2.6	-20.3
- CCCCOc1ccc(-c2nc(-c3cccnc3)no2)cc1
→ 12.2	-3.6	27.8	-0.1	1.0	2.9	0.4	0.0	-0.3	3.2
- Cc1ccc(Cn2c(O)c(N=NC(=S)Nc3ccccc3F)c3cc(S(=O)(=O)N4CCOCC4)ccc32)cc1
→ 1.2	4.8	2.7	11.1	·	2.2	·	11.9	2.5	·
- CN1CCN(C(=O)C2=C[C@@H](c3ccc(Br)cc3)C[C@@H](OCc3ccc(CO)cc3)O2)CC1
→ 1.5	5.8	7.4	1.3	1.9	-4.2	2.6	0.9	-3.7	-0.9
- CCN(C(=O)COC(=O)c1cc2ccccc2cc1O)C1CCS(=O)(=O)C1 (stereo not drawn)
→ -1.0	-1.5	12.3	3.7	1.8	-4.8	-0.9	-6.9	-5.3	-3.3
- Cn1c(N)c(C(=O)COC(=O)COc2cccc(Br)c2)c(=O)n(C)c1=O
→ -0.1	7.0	·	0.4	-1.3	0.8	-0.9	-0.3	-2.6	-9.4
- O=S(=O)(NCC1COc2ccccc2O1)c1ccccc1F (stereo not drawn)
→ -4.6	4.1	·	7.4	0.0	-7.4	0.9	-1.0	-3.2	-7.9
- O=C(NCCNCCO)C1(C(F)(F)F)C/C(=C\CCO)CCCO1 (stereo not drawn)
→ 5.7	8.2	·	5.0	-3.9	-3.4	0.2	-6.0	0.9	-1.7
- COc1ccc(OC)c(NC(=O)C2CC(=O)N(Cc3ccco3)C2)c1 (stereo not drawn)
→ -1.5	-4.3	·	-5.1	·	-8.9	2.0	0.0	-0.5	·
- O=C(Cn1c(=S)[nH]c2ccccc21)c1ccccc1
→ 2.0	-1.5	-3.8	-3.7	-1.4	-0.6	-0.4	3.0	-1.1	-6.2
- COc1ccc(C(=O)NCc2cccnc2)cc1S(=O)(=O)N1CCOCC1
→ -0.7	-2.9	-0.5	-5.7	-3.2	-4.7	·	-3.8	-3.6	4.7
- Cc1ccc(CNCCCn2cnc(C(=O)Nc3ccc(C)c(C)c3)n2)o1
→ -2.1	3.4	·	-4.8	·	-6.0	-1.4	0.0	0.0	·
- CCOc1ccc(C(=O)NCCN2CCOCC2)cc1
→ -2.7	-6.0	3.6	-2.7	-0.1	1.9	-1.3	-9.5	-4.3	5.2
- CC(C)(C)c1ccc(S(=O)(=O)NCC2CCCO2)cc1 (stereo not drawn)
→ 2.6	9.3	4.1	-1.3	1.3	1.3	-0.8	1.7	0.2	-1.6
- c1cncc(-c2nnc(SCc3nc4ccccc4[nH]3)o2)c1
→ -1.4	-0.8	5.6	-5.3	-1.5	13.1	·	-1.6	0.6	1.4
- Cc1ccc(OCCCNC2CCCC2)cc1
→ 1.7	-1.8	-10.8	-3.4	-3.7	-0.8	·	-3.4	-6.1	8.1
- CC1CCN(CCNC(=O)c2ccc3c(=O)n(Cc4ccc(Cl)cc4)c(=S)[nH]c3c2)CC1
→ -0.5	-24.0	-9.3	·	4.7	-0.8	-1.9	-3.4	-10.7	-41.3
- Cc1ccc(N2C(=O)c3oc4ccccc4c(=O)c3C2c2cccc(O)c2)nc1 (stereo not drawn)
→ -1.4	8.9	·	5.9	-1.5	5.2	-0.9	-1.0	0.5	2.5
- O=c1[nH]c2ccc(Br)cc2c(-c2ccccc2)c1N1CCOCC1
→ 6.6	5.9	27.8	-3.5	2.6	-0.9	-1.1	3.8	-1.2	3.3
- O=C(O)c1c[nH]c2ccc(S(=O)(=O)N3CCN(c4ccc(F)cc4)CC3)cc2c1=O
→ 2.8	5.6	-5.0	5.5	0.3	-5.2	0.5	-5.4	-2.5	-1.2
- C/C(CC(=O)Nc1cccnc1)=N\NC(=O)C(=O)NC(C)C
→ -0.7	7.0	4.3	-0.2	0.7	?	-0.5	-6.1	-1.2	0.6
- N#CCc1nc(-c2cc3ccccc3oc2=O)cs1
→ 76.5*	11.1	4.8	-24.1	0.5	-2.4	·	11.6	-0.6	-7.9

The list goes on; it opens with the 2 that closed the last part.
The line under a structure holds: Mtb FBA inh	MazF activator	DUSP3 inh	CCHFV vOTU inh	Mtb UGM inh	BoNT-F LC inh	BioA inh	GDH-TPI inh	FadD28 FP inh	Rv3671c protease
- C/C(CC(=O)Nc1cccnc1)=N\NC(=O)C(=O)NC(C)C
→ -0.7	7.0	4.3	-0.2	0.7	?	-0.5	-6.1	-1.2	0.6
- N#CCc1nc(-c2cc3ccccc3oc2=O)cs1
→ 76.5*	11.1	4.8	-24.1	0.5	-2.4	·	11.6	-0.6	-7.9
- COCC(=O)N1CCC(Oc2ccc(C(=O)N3CCSCC3)cc2)CC1
→ 0.7	0.9	10.5	-1.9	2.4	4.7	-1.5	0.7	0.3	8.3
- Cc1ccc(CNC(=O)CCNC(=O)Cn2ccc3ccccc3c2=O)cc1
→ 1.4	-2.6	37.0	-3.1	-0.2	-5.7	-1.4	7.2	-3.7	-7.4
- O=C(/C=C/c1c[nH]c2ccccc12)c1ccccc1
→ -4.0	-11.8	-7.8	13.0	-2.3	4.5	1.4	10.0	-0.2	-7.6
- CCOc1ccc(C(C(=O)NC2CCCCC2)N(C(=O)c2ccccn2)c2cccnc2)cc1 (stereo not drawn)
→ -0.5	-0.8	23.4	0.5	-0.1	2.6	·	-0.6	-1.1	6.6
- CS(=O)(=O)Nc1ccc(C(=O)Nc2ccc3ccccc3c2)cc1
→ 0.6	6.9	5.8	-1.8	0.6	·	-0.5	11.7	-2.1	-4.7
- CCCNC(=O)C1(C)CCN(C(=O)Cc2ccc3ccccc3c2)C1 (stereo not drawn)
→ -1.0	·	·	-1.9	·	12.3	0.9	6.2	0.4	·
- CCCC1=C(C(=O)OCC)C(c2ccc(OC)c(C)c2OC)C(C#N)=C(N)O1 (stereo not drawn)
→ 0.1	3.0	37.2	25.9	-2.2	1.1	·	10.7	-1.2	-1.5
- CCCC1(c2ccccc2)NC(=O)N(CC(=O)c2[nH]c(C)c(C(=O)OCC)c2C)C1=O (stereo not drawn)
→ 0.1	4.7	17.3	17.3	-0.5	1.8	0.2	3.4	-3.7	-23.1
- CCC(c1nc2ccccc2[nH]1)N(CCCn1ccnc1)C(=O)c1ccc(C(F)(F)F)cc1 (stereo not drawn)
→ 23.3	·	·	-1.9	·	-13.9	-0.1	·	-4.8	·

An unsorted share of the library. About 4.9% of those tested had a hit in this group.
